Screening data as filed in PubChem.
Her2 expr inh – lowers expression of human Her2 kinase; hit rate 0.69% among 65,000; HER2 level % of control, % at 10 µM; SKBR-3 HER2 protein level, AlphaScreen, 18-24 h; hits give low values; P04626; AID 645;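 active = HER2 level under 5% of the carrier-only control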;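 note: 100% = DMSO carrier and 0% = 500 nM PU-H71 HSP90 inhibitor; lower value means stronger loss of Her2 protein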
Target sequence (P04626 whole entry, looked up): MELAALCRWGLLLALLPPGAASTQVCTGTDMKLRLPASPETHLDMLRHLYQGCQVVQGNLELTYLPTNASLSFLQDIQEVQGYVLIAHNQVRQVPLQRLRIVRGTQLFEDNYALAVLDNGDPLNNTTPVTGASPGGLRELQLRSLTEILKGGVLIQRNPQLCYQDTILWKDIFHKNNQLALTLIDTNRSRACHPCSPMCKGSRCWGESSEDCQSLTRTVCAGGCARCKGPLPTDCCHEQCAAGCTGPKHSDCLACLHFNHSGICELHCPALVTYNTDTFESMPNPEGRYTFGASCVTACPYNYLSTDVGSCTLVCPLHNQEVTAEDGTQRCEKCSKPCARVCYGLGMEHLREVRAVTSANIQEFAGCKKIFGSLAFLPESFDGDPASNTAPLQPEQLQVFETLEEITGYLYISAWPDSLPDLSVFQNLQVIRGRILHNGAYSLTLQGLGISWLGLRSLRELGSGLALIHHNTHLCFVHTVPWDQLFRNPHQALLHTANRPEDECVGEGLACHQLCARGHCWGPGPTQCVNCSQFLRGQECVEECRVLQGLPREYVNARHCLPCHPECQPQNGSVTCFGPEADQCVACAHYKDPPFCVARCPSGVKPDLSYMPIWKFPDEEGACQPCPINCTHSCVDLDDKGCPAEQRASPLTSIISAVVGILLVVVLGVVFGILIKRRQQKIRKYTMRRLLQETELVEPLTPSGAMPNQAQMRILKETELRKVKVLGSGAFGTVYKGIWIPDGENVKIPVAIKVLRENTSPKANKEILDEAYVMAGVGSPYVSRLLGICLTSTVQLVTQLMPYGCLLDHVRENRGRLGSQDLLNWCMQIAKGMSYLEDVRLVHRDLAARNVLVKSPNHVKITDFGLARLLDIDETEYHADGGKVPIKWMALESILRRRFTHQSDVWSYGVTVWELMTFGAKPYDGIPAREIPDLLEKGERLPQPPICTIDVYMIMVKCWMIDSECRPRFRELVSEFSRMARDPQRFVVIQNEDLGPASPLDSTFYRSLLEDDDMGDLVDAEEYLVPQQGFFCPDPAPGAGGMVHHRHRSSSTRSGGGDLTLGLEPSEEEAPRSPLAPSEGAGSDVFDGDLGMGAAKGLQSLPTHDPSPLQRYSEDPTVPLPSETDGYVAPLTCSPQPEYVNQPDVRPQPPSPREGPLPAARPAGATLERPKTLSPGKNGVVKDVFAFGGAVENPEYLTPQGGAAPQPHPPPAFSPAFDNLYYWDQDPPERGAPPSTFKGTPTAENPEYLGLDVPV
M1 agonist – agonists of M1 muscarinic receptor; CHO-M1 cells, Fluo-4 calcium fluorescence, agonist mode; hits give high values; B-score at 10 µM; hit rate 3% among 64,000; AID 626;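 active = fluorescence rise, raw or as B-score row- and column-corrected plate score, outside the 99.7% band of its plate's samples, either direction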
D1 mod – allosterically modulates the human D1 dopamine receptor. B-score at 10 µM. HEK293 D1, CRE-luciferase, dopamine EC30 potentiation; actives deviate in either direction. AID 641. hit rate 5.9% among 58,000;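 active = luminescence count or its row- and column-corrected plate score outside the 99.7% band of the plate's sample wells, on either side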
Autofluor 339 – intrinsic fluorescence of library compounds, ex339/em460 – biochemical, MLSMR library, data from DPM-DC assay, artefact control, profiling panel | compound autofluorescence, ex339/em460 nm, NADH buffer; hits give high values; 1 = no-compound wells, NADH background | fluorescence fold increase at 10 µM | hit rate 5.5% among 65,000;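 active = at 10 µM, mean starting fluorescence two-fold or more over control wells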;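 note: signal is the first read of a kinetic run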
Ec RNAP inh – inhibitors of Escherichia coli RNA polymerase. E. coli RNA polymerase, fluorescence transcription assay. P0A8V2. inhibition, %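 (tested at 10 µM)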. hit rate 0.2% among 62,000; in the data active = inhibition above about 20%;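 note: 0% = enzyme without compound and 100% = no enzyme blank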
M1 antagonist – antagonists of rat M1 muscarinic receptor; CHO-M1 cells, Fluo-4 calcium, ACh EC80 antagonist mode; hits give low values; hit rate 3.4% among 64,000; B-score at 10 µM; P08482;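 active = calcium fluorescence response, raw or row-and-column corrected B-score, differing from the plate sample mean either way at a set confidence level, mostly lower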
5HT1a ag – 5-HT1a (human) receptor agonism | P08908 | CHO 5-HT1a Ga15 NFAT-bla reporter, FRET ratio; 0% basal, 100% maximal reference agonist | activation, % at 10 µM | hit rate 0.56% among 65,000 | AID 567;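 active = activation above the screen-wide mean activation plus 3 SD, cut at about 19% in these data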;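 note: 0% = DMSO wells and 100% = 5-CT at EC100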
NADH coupling – inhibitors of enzymes used to reach an NAD/NADH endpoint. coupled PK/LDH NADH assays, four targets. IC50, µM (top dose mostly 10 µM), inactives show at the highest dose inhibition. hit rate 0.02% among 65,000;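 active = single-dose screening hits from any of four coupled enzyme assays that gave an IC50 when retested across doses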;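 note: the DPM-DC format reads NADH fluorescence rather than 340 nm absorbance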
Hsp90 block – displaces geldanamycin probe from tumor Hsp90 | P07900 | NCI-N417 lysate Hsp90, Cy3B-geldanamycin FP displacement | inhibition, % at 30 µM | hit rate 0.35% among 64,000 | AID 429;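 active = inhibition above 50%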;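 note: 0% = tracer plus lysate wells and 100% = tracer alone without lysate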
* = called active by the depositor; nt = no result given; [ ] = remark or other dose.

SMILES | Her2 expr inh | M1 agonist | D1 mod | Autofluor 339 | Ec RNAP inh | M1 antagonist | 5HT1a ag | NADH coupling | Hsp90 block
O=C1CC(Cc2ccccc2)C(=O)N1CCc1ccc2c(c1)OCO2 (centres undefined) | 114 | 0.02 | -0.68 | 1 | 5 | -0.27 | -4.6 | 2% | -3
O=C(Nc1n[nH]c(C2CCCCC2)n1)C1CCCCC1 | 92 | -0.025 | 0.45 | 1 | 5 | -1 | -3.1 | 1% | -4
O=C(NC1CCCC1)c1ccc(S(=O)(=O)N2CCCC2)cc1 | 87 | -1.8 | 1.2 | 2.1* | -1 | 0.028 | -2.1 | 2%[fluoresces] | 2
Cc1ccc(NCc2nnc3n2CCCCC3)cc1 | 92 | -0.007 | 1.7 | 1 | 3 | 0.51 | 2.1 | 8% | -3
CCOC(=O)C1=C(C)NC(=O)C(C(N)=O)C12CCCCC2 (centres undefined) | 93 | 0.089 | -0.034 | 1.1 | 6 | 1 | 1.2 | 7% | nt
CCN(CC)C(=O)c1cn(C)c(=O)c2cc(OC)c(OC)cc12 | 244 | -0.45 | nt | 1.2 | 10 | 0.9 | 2.1 | 3% | nt
O=C(Nc1ccccc1C(=O)O)c1ncn[nH]1 | 114 | 0.16 | 0.14 | 1.1 | 8 | 0.0079 | -3.2 | 0% | -3
CC12CC(c3ccccc3O1)C(C(=O)NCc1ccccc1)C(=O)N2 (centres undefined) | 92 | 0.49 | -0.9 | 1.1 | 10 | -0.027 | -2.9 | 9% | 2
COc1ccc(N(Cc2cc3cc(OC)ccc3[nH]c2=O)C(=O)C2CCCO2)cc1 (centres undefined) | 93 | -0.003 | nt | 2.9* | -2 | -1 | -0.1 | 10% | 0
CC(C)(C)NC(=O)C(c1ccco1)N(Cc1ccc2c(c1)OCO2)C(=O)Cn1nnc2ccccc21 (centres undefined) | 74 | 0.26 | 1.2 | 1.1 | 9 | -0.45 | -1.2 | 3% | 0
COc1ccccc1N1CCN(Cc2ccc(OC)c3ccccc23)CC1 | 170 | 1.1 | -0.33 | 1.1 | -1 | 0.23 | nt | 20% | nt
CN1CC2=Cc3ccccc3OC23Oc2ccccc2C=C3C1 | -7.0* | -0.49 | -0.84 | 1.2 | 9 | -0.69 | 0.4 | 3% | -1
Cc1cc2oc3c(c(=O)c2cc1C)C(c1ccc(C(C)C)cc1)N(CCCN1CCOCC1)C3=O (centres undefined) | 66 | -0.2 | nt | 1.1 | 4 | -0.14 | 2.7 | 2% | 1
COc1ccc(N2CCN(/C(=N\S(=O)(=O)c3ccccc3)Nc3nc(C)cc(C)n3)CC2)cc1 | 142 | 0.25 | 0.47 | 1.1 | 1 | 0.55 | -0.5 | 7% | -4
Cn1c(=O)c2c(nc(SCCCC#N)n2Cc2c(F)cccc2Cl)n(C)c1=O | 103 | -1.1 | 5.8* | 1 | 5 | -0.41 | 2.2 | 4% | -2
O=C(O)C1CCCCC1C(=O)OCCCCOC(=O)C1CCCCC1C(=O)O (centres undefined) | 101 | 0.76 | 0.0016 | 1.1 | 2 | -1 | -0.9 | 0% | -2
CCC(c1nnnn1Cc1ccccc1)N1CCN(C(=O)c2ccco2)CC1 (centres undefined) | 102 | -0.0052 | -0.67 | 1 | 5 | -0.74 | -1.4 | 6% | 0
O=C(CN1C(=O)NC2(CCCCCCC2)C1=O)N1CCOCC1 | 81 | -0.23 | 0.91 | 1.1 | 4 | 0.0073 | -0.1 | 4% | -3
O=C(NCc1ccccn1)c1ccc(Cn2cc(Br)cn2)o1 | 173 | 0.059 | -1.4 | 1.1 | 2 | 2.3* | -1.1 | 3% | -13
Cc1nn(Cc2ccc(Cl)cc2)c(C)c1NC(=O)c1noc2c1CCCCC2 | 103 | 0.92 | -0.23 | 1.1 | 7 | -0.64 | 0.6 | 6% | -2

3 compounds picked at random from the list so far, as already listed:
SMILES | Her2 expr inh | M1 agonist | D1 mod | Autofluor 339 | Ec RNAP inh | M1 antagonist | 5HT1a ag | NADH coupling | Hsp90 block
COc1ccccc1N1CCN(Cc2ccc(OC)c3ccccc23)CC1 | 170 | 1.1 | -0.33 | 1.1 | -1 | 0.23 | nt | 20% | nt
O=C(O)C1CCCCC1C(=O)OCCCCOC(=O)C1CCCCC1C(=O)O (centres undefined) | 101 | 0.76 | 0.0016 | 1.1 | 2 | -1 | -0.9 | 0% | -2
CC(C)(C)NC(=O)C(c1ccco1)N(Cc1ccc2c(c1)OCO2)C(=O)Cn1nnc2ccccc21 (centres undefined) | 74 | 0.26 | 1.2 | 1.1 | 9 | -0.45 | -1.2 | 3% | 0

Later entries
SMILES | Her2 expr inh | M1 agonist | D1 mod | Autofluor 339 | Ec RNAP inh | M1 antagonist | 5HT1a ag | NADH coupling | Hsp90 block
CCOC(=O)c1cccc(NC(=O)CCn2cccc2)c1 | 99 | 0.13 | 0.36 | 1.1 | 9 | -1 | -1.9 | 4% | -2
O=C(c1cccc(Cl)c1Cl)N1CCN(c2ccccn2)CC1 | 93 | 0 | -0.35 | 1.1 | 6 | -0.16 | -0.3 | 1% | -6
Cn1c2c(c(=O)n(C)c1=O)C(c1cccc(Br)c1)C1C(=O)c3ccccc3C1=N2 (centres undefined) | 97 | 1 | -0.89 | 1.1 | 1 | 0.43 | 0.0 | 4% | -6
O=C(NCCc1ccccc1)C1CCCN(C(=O)NC2CCCCC2)C1 (centres undefined) | 78 | 0.44 | -0.022 | 1.1 | nt | -0.24 | -3.5 | 1% | 3
Cc1cc(N2C(=O)C3C4C=CC(C4)C3C2=O)ccc1Br (centres undefined) | 81 | 1 | -1.4 | 1 | 13 | 0.32 | -1.4 | 3% | -4
CN1CCN(CC(=O)N(C)c2nc(-c3ccccc3)cs2)CC1 | 80 | -0.63 | -1.1 | 1.1 | -9 | -0.24 | -2.3 | 4% | 0
O=C(Oc1ccc(-c2ccccc2)cc1)N1CCCCC1 | 89 | -0.15 | -0.65 | 1.1 | 2 | 0.59 | 1.5 | 5% | 3
O=C(O)C1CC(=O)N(c2ccc(F)cc2)C1 (centres undefined) | 68 | -0.39 | 0.66 | 1.1 | -1 | -0.72 | -0.9 | 7% | 2
COc1ccc(CNc2oc(Cc3cccc4ccccc34)nc2C#N)cc1 | 47 | -2 | -0.96 | 1.1 | 16 | -0.72 | -3.6 | 5% | -2
COc1ccc2c(Cl)c(-c3nnc4n3CCCCC4)sc2c1 | 60 | -0.068 | -0.32 | 1 | -7 | -0.53 | 3.3 | 4% | 1
COC(=O)C1OC2(OC1C(=O)OC)c1ccccc1-c1ccccc12 (centres undefined) | 83 | -0.9 | 0.21 | 1.1 | 7 | -0.14 | -0.7 | 7% | -6
CCCn1nnc(NC(=O)c2ccc(-c3ccccc3)cc2)n1 | 77 | -1.2 | -1.9 | 1.1 | 4 | -1.9 | -3.9 | 4% | 0
O=C(Nc1c(C(=O)Nc2ccc3c(c2)OCCO3)cnn1-c1ccccc1Cl)c1ccco1 | 83 | 1.4 | -1.2 | 1 | 6 | 0.14 | 1.1 | 3% | 1
COc1cc2c(cc1NC(=O)COC(=O)Cn1cnc3ccccc31)oc1ccccc12 | 68 | -0.45 | 0.8 | 1 | 6 | 0.83 | -1.0 | 3% | -2
CC(=NC1CCCCC1)C1=C(O)c2ccccc2C1=O | 68 | -0.021 | -0.47 | 1.1 | nt | -0.18 | -1.6 | 8% | -9
CCOC(=O)CCCNC(=O)COC(=O)c1cccc(C)c1O | 114 | -0.22 | nt | 1.1 | -1 | -1.5 | 0.4 | 3% | nt
CC(NC(=O)c1ccc2c(c1)OCO2)C1CCCO1 (centres undefined) | 122 | -0.086 | -0.28 | 1.1 | -2 | -0.77 | -1.4 | 1% | nt
Cc1nnc2sc(-c3ccco3)nn12 | 121 | 0.17 | 0.85 | 1.1 | 7 | 0.75 | -1.1 | 5% | -19
Fc1ccccc1C(c1nnnn1Cc1ccc2c(c1)OCO2)N1CCN(Cc2ccco2)CC1 (centres undefined) | 78 | -0.89 | -1.2 | 1.1 | nt | 0.27 | -0.6 | 6% | 2
CN(C)CCN1C(=O)C(=O)/C(=C(/O)c2ccccc2)C1c1ccccc1F (centres undefined) | 104 | -0.15 | -0.71 | 1.1 | 9 | 0.0018 | -2.1 | 2% | -1

Among those listed so far, three have a COOH group.
SMILES | Her2 expr inh | M1 agonist | D1 mod | Autofluor 339 | Ec RNAP inh | M1 antagonist | 5HT1a ag | NADH coupling | Hsp90 block
O=C(Nc1ccccc1C(=O)O)c1ncn[nH]1 | 114 | 0.16 | 0.14 | 1.1 | 8 | 0.0079 | -3.2 | 0% | -3
O=C(O)C1CCCCC1C(=O)OCCCCOC(=O)C1CCCCC1C(=O)O (centres undefined) | 101 | 0.76 | 0.0016 | 1.1 | 2 | -1 | -0.9 | 0% | -2
O=C(O)C1CC(=O)N(c2ccc(F)cc2)C1 (centres undefined) | 68 | -0.39 | 0.66 | 1.1 | -1 | -0.72 | -0.9 | 7% | 2

(more compounds)
SMILES | Her2 expr inh | M1 agonist | D1 mod | Autofluor 339 | Ec RNAP inh | M1 antagonist | 5HT1a ag | NADH coupling | Hsp90 block
CCOC(=O)c1c(N)nn(C(=O)CC)c1-c1ccccc1 | 64 | 1.2 | 13* | 1.1 | nt | -0.54 | -3.8 | 1% | 0
Cc1occc1C(=O)Nc1nn[nH]n1 | 97 | -0.42 | nt | 1.1 | 1 | 1.5 | -0.3 | 6% | 1
Cc1c(Br)c(C(F)(F)F)nn1CC(=O)NCC1CCCO1 (centres undefined) | 129 | -0.69 | 0.15 | 1.1 | 3 | -0.13 | -0.4 | 2% | -2
CCCC1(C(=O)O)NC(c2ccc(OC)cc2O)C2C(=O)N(c3ccc(OC)cc3)C(=O)C21 (centres undefined) | 83 | -0.025 | nt | 1 | 1 | -0.098 | -2.8 | 0% | 1
COc1cc2c(cc1OC)-c1cc(NC3CCCCCC3)nc(=O)n1CC2 | 94 | 0.31 | 4* | 3.3* | 7 | 1.2 | 0.9 | 9%[fluoresces] | 4
CC(=O)Oc1c(S(=O)(=O)c2ccccc2)c(C)nn1C(C)(C)C | 120 | 0.2 | -0.93 | 1.1 | -1 | -0.56 | -3.1 | 5% | -1
CCSc1oc(-c2cccs2)nc1S(=O)(=O)c1ccccc1 | nt | -0.34 | 15* | 1.2 | 0 | -0.36 | -1.5 | 2% | -5
COC(=O)c1cc(NC(=O)CN(c2ccc3c(c2)OCO3)S(C)(=O)=O)ccc1Cl | 77 | -0.52 | -0.66 | 1.1 | 4 | 0.42 | -1.3 | 3% | 3
O=C(O)C1CCCCC1C(=O)Nc1cnn(Cc2ccccc2)c1 (centres undefined) | 91 | 0.11 | -1.6 | 1.1 | 3 | 0.12 | -1.4 | 8% | 1
Cc1ccccc1NC(=O)CC1SC(=NC2CCCCC2)NC1=O (centres undefined) | 35 | 0 | 0.36 | 1.1 | 1 | 0.15 | -0.2 | 2% | nt
O=C1C(=C2CCCCC2)SC(=S)N1Cc1ccco1 | 73 | -1 | 0.38 | 1 | 0 | -7.3* | -2.6 | 4% | -6
C=CCn1c(COc2ccccc2C)nnc1SCC(=O)O | 106 | 0.054 | 0.00072 | 1.1 | 6 | 0.052 | 0.8 | 2% | -3
Cn1c2c(c3ccccc31)CCSC2=O | 93 | -0.3 | -0.51 | 1.1 | 0 | -0.27 | -4.4 | 7% | -4
CCOC(=O)c1cc2sc(C)cc2n1CC(=O)Nc1ccc2c(c1)OCCO2 | 37 | 0.32 | -0.31 | 1.1 | 1 | 0.24 | 1.9 | 5% | -4
CCCCCn1c(=O)c(C(=O)OCC)c(O)c2ccccc21 | 69 | 2.1 | -0.31 | 0.9 | 13 | 0.35 | -0.5 | 10% | 5
COc1cc(S(=O)(=O)Nc2ncccc2C)c(OC)cc1Cl | 86 | -0.0098 | -1.3 | 1 | 5 | -0.064 | -2.5 | 1% | -7
CCOC(=O)c1ccccc1NC(=O)CSc1nccn1C | 101 | 0.76 | 1.1 | 1 | 6 | -0.58 | 0.4 | 2% | -4
O=C(O)C(O)c1ccco1 (centres undefined) | 116 | 0.94 | nt | 1 | 4 | 0.33 | 0.6 | 0% | -2
Cc1ccc(C2/C(=C(/O)c3ccc(Br)cc3)C(=O)C(=O)N2Cc2ccco2)o1 (centres undefined) | 101 | -2.4 | -1.1 | 1 | 12 | 0.41 | -1.0 | 6% | -3
